Bioassay records: PubChem BioAssay, Southern Research Specialized Biocontainment Screening Center
inhibitors of VEEV = inhibitors of VEEV TC-83 cytopathic effect, confirmation, Vero cells (AID 588727). inhibition, % at 20 µM, or IC50 in µM where a hit was titrated. Vero cells, VEEV TC-83 cytopathic effect inhibition; higher % means a stronger effect. actives 0.13% (n = 350,000); in the data active = a potency from the dose series; inconclusive = inhibition mostly from about 14% at the one dose, without a potency; inactive = the rest, 99 in 100 with inhibition below about 12%; note: strong numbers were not always called active
PhoP GFP inhibition = Inhibition of PhoP regulon, Salmonella typhi GFP reporter cells, confirmation, 4 h (AID 1850); inhibition, % at 50 µM, or IC50 in µM where a hit was titrated; actives 0.33% (n = 310,000); Salmonella Typhi PhoP-promoter GFP reporter, fluorescence, 4 h; higher % means a stronger effect; in the data active = a potency from the dose series; inconclusive = inhibition mostly from about 25% at the one dose, without a potency; inactive = the rest, 99 in 100 with inhibition below about 19%;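 note: 0% = induced wells with vehicle and 100% = uninduced wells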
H37Rv inhibition = M. tuberculosis growth inhibition, HTS (AID 449762). M. tuberculosis H37Rv growth inhibition, 7H9 media; higher % means a stronger effect. one-dose inhibition, % at 25 µM; IC50 in µM for titrated hits. actives 0.59% (n = 330,000); in the data active = a potency from the dose series; inconclusive = inhibition above about 70% without an active follow-up result;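 note: bacterial growth assessed after seven days of incubation; strong numbers were not always called active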
* marks the source's active call; other numbers are inactive results; i = inactive; ? = inconclusive; / = no result given. An excerpt; rates above refer to the full screens.

SMILES | inhibitors of VEEV | PhoP GFP inhibition | H37Rv inhibition
CC(C)(C)[Si](OCC[C@@H]1C[C@@]1(C)[C@@H](NP(=O)(c1ccccc1)c1ccccc1)c1ccccc1)(c1ccccc1)c1ccccc1 | / | -5% | /
O=C(CNc1ccc2c(c1)OCO2)N/N=C\c1cn(Cc2ccc(F)cc2)c2ccccc12 | / | -2% | /
O=C(O)CN(CCO)CCN(CC(=O)O)CC(=O)O | / | -3% | /
CC1=NN(c2ccccc2)C(=O)C1/C=C1/C(=O)NC(=O)N(c2cccc(C)c2)C1=O (stereo unspecified) | / | 7% | /
CN1CCc2nc(SCc3ccc(Cl)cc3)c(C#N)c(-c3cccs3)c2C1 | / | -3% | /
Cc1nc2nc(-c3ccc(Cl)cc3)[nH]n2c(=O)c1C | / | -3% | /
Cn1c(Oc2ccc(Cl)c3cccnc23)nc2c1c(=O)n(Cc1ccccc1Cl)c(=O)n2C | / | -5% | /
COc1ccc(O[C@H]2C=C[C@@H](c3ccccc3)O[C@@H]2COC(=O)CCC(C)=NO[C@@H]2O[C@H](COC(C)=O)[C@@H](OC(C)=O)[C@H](OC(C)=O)[C@H]2OC(C)=O)cc1 | / | -9% | /
CCOC(=O)CN1C(=O)N[C@@H](c2ccc(Br)cc2)C(C(C)=O)=C1C | / | -1% | /
COc1ccc(NC(=O)N(Cc2cccnc2)Cc2ccccc2Cl)c(OC)c1 | / | / | -5%
O=C1[C@H]2[C@@H](c3ccccc3)N[C@]3(CCCN(Cc4ccco4)C3=O)[C@H]2C(=O)N1Cc1ccccc1 | i | / | /
CCOC(=O)CCCCCC(=O)Nc1ccc2c(c1)C(=O)N([C@@H](C)CO)C[C@@H](C)[C@H](CN(C)S(=O)(=O)c1cccs1)OCCCC[C@H](C)O2 | i | / | /
CN1OC[C@@H]2CN(S(=O)(=O)c3cccc4ccccc34)[C@H](c3ccc(-c4cccnc4)cc3)C[C@@H]21 | 7.3% | / | /
CCN(CC)S(=O)(=O)c1ccc(N2CCCC2)c(NC(=O)CSCc2c(C)noc2C)c1 | 0.2% | / | /
CCN(CC)C(=O)C1=C(C)N(CCC2=CCCCC2)C(=O)C(CC(=O)NCCCCc2ccccc2)C1 (stereo unspecified) | 2.6% | / | /
CC(C)(C)CCN1CCC(CN2CCNC2=S)CC1 | i | / | /
COC(=O)C1(C)NC(c2cccc(C)c2)C2C(=O)N(c3ccccc3)C(=O)C21 (stereo unspecified) | i | / | /
O=C1NCCCN1C1OC(CO)C(O)C1O (stereo unspecified) | i | / | /
COc1ccc(-c2c(N)cnc(C(=O)O)c2C)c(OCc2ccccc2)c1OC | i | / | /
COc1ccc([C@H]2C[C@@H](n3cc(-c4ccc(F)cc4)nn3)[C@H](O)CN2C(=O)c2cccs2)cc1 | 1.6% | / | /
C[C@H](CO)N1C[C@H](C)[C@H](CN(C)C(=O)c2ccc3ccn(C)c3c2)OCc2cnnn2CCCC1=O | 2.2% | / | /
N#Cc1ccccc1OCC(=O)NC1CCCCCC1 | i | / | /
CCN(CC)C(=O)C1=C(C)N(Cc2ccccc2)C(=O)C(CC(=O)NC2CC2)C1 (stereo unspecified) | 2.6% | / | /
COc1ccc(C(CNC(=O)CSc2ccccc2)N2CCOCC2)cc1 (stereo unspecified) | 0.2% | / | /
O=C(Nc1ccc(C(=O)N2CCCC2)cc1)c1cc(F)c(F)cc1Cl | 1.9% | / | /
CN(C)CCOc1ccc2c(c1)C(=O)C(=Cc1ncc([N+](=O)[O-])n1C)C2 | i | / | /
O=C(NCc1ccncc1)C(=O)NCC1OCCN1S(=O)(=O)c1ccccc1 (stereo unspecified) | 0.4% | / | /
COc1ccc(CNC(=O)c2ccc(Cl)c(S(=O)(=O)N3CCCCCC3)c2)cc1 | 0.0% | / | /
O=C(O)Cn1c2ccccc2c2nc3ccccc3nc21 | 10% | / | /
Oc1ccccc1C=NNC(=S)NC1CC2C=CC1C2 (stereo unspecified) | i | / | /
CCCCC(=O)Nc1ccc(Cl)cc1F | i | / | /
CC(=O)c1c(C)[nH]c(C(=O)OCC(=O)NC(C)c2ccccc2)c1C (stereo unspecified) | 1.1% | / | /
Cc1cn([C@H]2C[C@H](O)[C@@H](CNS(=O)(=O)c3ccc(NS(=O)(=O)N(C)C)cc3)O2)c(=O)[nH]c1=O | i | / | /
Cc1cccc(NC(=O)CNC(=O)c2cc(S(=O)(=O)N(C)C)ccc2N2CCCC2)c1C | i | / | /
CCOC(=O)C1(Cc2ccccc2C)CCCN(C(=O)c2ccc(C(C)=O)s2)C1 (stereo unspecified) | 2.0% | / | /
C[C@H]1CN([C@@H](C)CO)C(=O)c2cc(C#CC3CCCC3)cnc2O[C@H]1CN(C)C(=O)Cc1ccccn1 | i | / | /
CCN(CC)C(=O)C1=C(C)N(CCCOC)C(=O)C(CC(=O)NCCc2ccccn2)C1 (stereo unspecified) | 3.2% | / | /
CN(C)S(=O)(=O)c1ccc(C(=O)Nc2nnc(SCC(=O)N3CCOCC3)s2)cc1 | 1.1% | / | /
COc1ccc([C@H]2C[C@@H](n3cc(C4CC4)nn3)[C@H](O)CN2CC2CCCCC2)cc1 | 0.4% | / | /
O=C(CSc1nnc(N2CCCC2)n1-c1cccc(Cl)c1)N1CCN(c2ccccn2)CC1 | i | / | /
c1ccc(-c2nnc(SCc3ccncc3)o2)cc1 | 0.6% | / | /
O=C(OCc1cn([C@H]2CN(C(=O)c3cccs3)[C@@H](c3ccccc3)C[C@@H]2O)nn1)c1ccccc1 | 1.1% | / | /
CCC[C@H]1CN(c2ccc(Br)cc2)C(=O)[C@@H]1CC(=O)NC | 0.2% | / | /
COc1ccc(NC(=O)CCNC(=O)c2ccccc2Cl)cc1S(=O)(=O)N1CCCCC1 | 0.2% | / | /
CCOc1ccccc1CNn1cnnc1SCC(=O)NC(C)(C)C | 0.8% | / | /
CCN1CCN(c2ccc(N3CCN(S(=O)(=O)c4cccc([N+](=O)[O-])c4)CC3)nn2)CC1 | i | / | /
Cc1ccc([C@H]2C[C@@H](O)[C@H](n3cc(COC(=O)c4ccccc4)nn3)CN2C(=O)C2CCCCC2)cc1 | 0.1% | / | /
CCc1cccc(NC(=O)COC(=O)C2COc3ccccc3O2)c1 (stereo unspecified) | i | / | /
CN(C)S(=O)(=O)Nc1ccc(Cc2ccncc2)cc1 | i | / | /
O=C(Nc1nc2ccc(F)cc2s1)c1ccc([N+](=O)[O-])o1 | 4.0% | / | /
COCCn1c(SCC(=O)Nc2ccc(F)cc2)nc2c(c1=O)SCC2 | 2.4% | / | /
CCCCCC(=O)N1C[C@@H](n2cc(C3CC3)nn2)[C@H](O)C[C@@H]1c1ccc(Cl)cc1 | i | / | /
O=[N+]([O-])c1cnc(Sc2ccncn2)c([N+](=O)[O-])c1 | ? | / | /
O=C(NCc1nnnn1-c1ccc(F)cc1)c1ccc2ccccc2c1 | 1.1% | / | /
C[C@H](CO)N1C[C@H](C)[C@@H](CN(C)Cc2ccccn2)Oc2ncc(-c3ccccc3)cc2C1=O | i | / | /
COc1ccc(CN(C)C[C@H]2OCCCC[C@@H](C)Oc3ccc(NS(C)(=O)=O)cc3C(=O)N([C@H](C)CO)C[C@@H]2C)cc1 | i | / | /
CC(=NNC(=S)N1CCCCC1)c1ccccn1 | 12% | / | /
CC1CCCC(NC(=O)COC(=O)C2=COCCO2)C1C (stereo unspecified) | 0.4% | / | /
COc1cc(CNC[C@H]2O[C@@H](n3ccc(N)nc3=O)[C@H](O)[C@@H]2O)ccc1OCc1cccc(Cl)c1 | i | / | /
O=C1c2ccccc2S(=O)N1c1cccc(F)c1 (stereo unspecified) | 0.9% | / | /

At a glance, part of the list above:
SMILES | inhibitors of VEEV | PhoP GFP inhibition | H37Rv inhibition
Cc1ccc([C@H]2C[C@@H](O)[C@H](n3cc(COC(=O)c4ccccc4)nn3)CN2C(=O)C2CCCCC2)cc1 | 0.1% | / | /
CCc1cccc(NC(=O)COC(=O)C2COc3ccccc3O2)c1 (stereo unspecified) | i | / | /
CN(C)S(=O)(=O)Nc1ccc(Cc2ccncc2)cc1 | i | / | /
O=C(Nc1nc2ccc(F)cc2s1)c1ccc([N+](=O)[O-])o1 | 4.0% | / | /
COCCn1c(SCC(=O)Nc2ccc(F)cc2)nc2c(c1=O)SCC2 | 2.4% | / | /
CCCCCC(=O)N1C[C@@H](n2cc(C3CC3)nn2)[C@H](O)C[C@@H]1c1ccc(Cl)cc1 | i | / | /
O=[N+]([O-])c1cnc(Sc2ccncn2)c([N+](=O)[O-])c1 | ? | / | /
O=C(NCc1nnnn1-c1ccc(F)cc1)c1ccc2ccccc2c1 | 1.1% | / | /
C[C@H](CO)N1C[C@H](C)[C@@H](CN(C)Cc2ccccn2)Oc2ncc(-c3ccccc3)cc2C1=O | i | / | /
COc1ccc(CN(C)C[C@H]2OCCCC[C@@H](C)Oc3ccc(NS(C)(=O)=O)cc3C(=O)N([C@H](C)CO)C[C@@H]2C)cc1 | i | / | /
CC(=NNC(=S)N1CCCCC1)c1ccccn1 | 12% | / | /
CC1CCCC(NC(=O)COC(=O)C2=COCCO2)C1C (stereo unspecified) | 0.4% | / | /
COc1cc(CNC[C@H]2O[C@@H](n3ccc(N)nc3=O)[C@H](O)[C@@H]2O)ccc1OCc1cccc(Cl)c1 | i | / | /

Later entries:
SMILES | inhibitors of VEEV | PhoP GFP inhibition | H37Rv inhibition
C[C@@H]1Cn2cnc(C(=O)N[C@@H](C)c3ccccc3)c2C(=O)N1 | 1.6% | / | /
COc1ccc(CN(C)C(=O)c2cccc(S(=O)(=O)NCc3ccccc3)c2)cc1F | 0.9% | / | /
CC1(C)CCCC2(C)C(OCCO)=CC(=O)C=C12 (stereo unspecified) | 0.1% | / | /
Cc1cc(C(=O)CCC(=O)N(C)CC2COc3ccccc3O2)c(C)s1 (stereo unspecified) | i | / | /
CCN(CC)C(=O)C1=C(C)N(CCCN2CCCC2=O)C(=O)C(CC(=O)NCc2cccs2)C1 (stereo unspecified) | 1.0% | / | /
C[C@H](CO)N1C[C@H](C)[C@@H](CN(C)Cc2ccc(Cl)c(Cl)c2)OCc2cnnn2CCCC1=O | 0.7% | / | /
CN(C)c1ccc(C=Cc2ccnc3c(O)cccc23)cc1 | 0.7% | / | /
CC1=C(C(=O)N(C)C)CC(CC(=O)NC(c2ccccc2)c2ccccc2)C(=O)N1CCC1=CCCCC1 (stereo unspecified) | 4.7% | / | /
CCCCN1C(=O)C(CC(=O)NCCN2CCOCC2)CC(C(=O)N(C(C)C)C(C)C)=C1C (stereo unspecified) | 0.5% | / | /
CC(C)NC(=O)N(C)C[C@H]1OCc2cnnn2CCCC(=O)N([C@H](C)CO)C[C@@H]1C | 1.1% | / | /
O=[N+]([O-])c1ccccc1C(=Nc1ccccc1)c1c(O)cc(O)cc1O | 1.2% | / | /
Cc1ccccc1Oc1ccc2c(c1)[C@@H]1C[C@H](N(C)C(=S)Nc3ccc(F)cc3)[C@H]([C@H](C)O)C(=O)N1CC2 | 4.5% | / | /
O=c1[nH]c2ccccc2c(=O)c2ccccc12 | 2.2% | / | /
C[C@@H]1CN([C@@H](C)CO)C(=O)c2cc(NS(=O)(=O)c3ccc(F)cc3)ccc2O[C@@H](C)CCCCO[C@H]1CN(C)C(=O)NC1CCCCC1 | 4.2% | / | /
COc1ccc(C(=O)NCc2ccc(C)cc2)cc1S(=O)(=O)N1CCOCC1 | i | / | /
COc1ccc([C@H]2C[C@@H](O)[C@H](n3cc(COC(=O)c4ccccc4)nn3)CN2C(=O)C2CCCCC2)cc1 | ? | / | /
CCCNC(=O)CSc1nnc(NC(=O)C2CC(=O)N(c3ccccc3OC)C2)s1 (stereo unspecified) | 0.1% | / | /
CN(CC(=O)Nc1ccc(F)c(F)c1F)C(=O)C1(c2ccccc2)CC1 | 0.2% | / | /
COC(=O)C1C2OC(C(Br)C2Br)C1C(=O)OC (stereo unspecified) | 0.6% | / | /
C[C@@H](NC(=O)C[C@@H]1C[C@@H]2c3cc(NS(=O)(=O)c4ccc(F)cc4)ccc3O[C@@H]2[C@@H](CO)O1)c1ccccc1 | 1.2% | / | /
CSc1nc2ccc(NC(=O)CS(=O)(=O)c3ccccc3)cc2s1 | 7.0% | / | /
CC(=O)N(C)C[C@H]1Oc2cc(Br)ccc2S(=O)(=O)N([C@H](C)CO)C[C@@H]1C | 3.5% | / | /
CC(C)C1C(=O)N(Cc2cn(CCC3OCCO3)nn2)CCS(=O)(=O)N1Cc1ccc(-c2ccncc2)cc1 (stereo unspecified) | 4.3% | / | /
Cc1cccnc1NC(=O)c1ccc(S(=O)(=O)N2CCCC2)cc1 | 0.6% | / | /

Compound profiles (already shown):
C[C@@H](NC(=O)C[C@@H]1C[C@@H]2c3cc(NS(=O)(=O)c4ccc(F)cc4)ccc3O[C@@H]2[C@@H](CO)O1)c1ccccc1 as listed: inhibitors of VEEV: 1.2%; PhoP GFP inhibition: /; H37Rv inhibition: /
COC(=O)C1C2OC(C(Br)C2Br)C1C(=O)OC (stereo unspecified) as listed: inhibitors of VEEV: 0.6%; PhoP GFP inhibition: /; H37Rv inhibition: /
